From PubChem
Hsp70 activator: switches on Hsp70 transcription; HeLa Hsp70 promoter luciferase reporter, luminescence; scaled: vehicle 0, proteasome-inhibitor control 100%; activation, % at 10 µM; 0.04% of 200,000 active; AID 1203;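 active means activation above the mean across all tested compounds plus 3 SD, cutoff set per campaign, cut at about 5.5% in these data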;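 further: 100% = MG132 at 30 µM as the positive control and 0% = DMSO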
S1P3 antagonist: blocks the human S1P3 receptor | Q99500 | CHO S1P3 NFAT-BLA reporter, FRET fluorescence, antagonist mode | inhibition, % at 4.98 µM | 0.27% of 170,000 active;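 active means inhibition above the plate cutoff, the mean inhibition of test wells on that plate plus 3 SD, cut at about 28% in these data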;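 further: cells challenged with S1P at its EC80 of 0.8 µM; blue over green emission ratio from cleaved BLA substrate after 4 h stimulation; 0% = S1P-stimulated wells and 100% = unstimulated DMSO-only wells; some compounds past the cut are filed as inactive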
Target sequence (Q99500 whole entry, looked up): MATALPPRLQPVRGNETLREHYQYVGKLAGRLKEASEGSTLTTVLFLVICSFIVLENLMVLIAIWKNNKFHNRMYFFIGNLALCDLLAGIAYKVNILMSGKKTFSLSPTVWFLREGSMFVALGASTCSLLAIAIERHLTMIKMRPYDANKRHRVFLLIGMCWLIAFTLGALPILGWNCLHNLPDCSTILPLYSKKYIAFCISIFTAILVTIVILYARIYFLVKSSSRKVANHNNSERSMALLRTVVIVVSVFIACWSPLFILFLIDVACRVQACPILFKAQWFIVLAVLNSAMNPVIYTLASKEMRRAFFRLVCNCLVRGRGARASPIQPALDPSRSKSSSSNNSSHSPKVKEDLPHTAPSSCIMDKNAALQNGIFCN
Diaph act CS: counter-screen for diaphorase-based assays: diaphorase activators and chemical reducers; activation factor at 20 µM; Diaphorase/resazurin coupled assay, resorufin fluorescence, 16 min; hits give high values; 1 = vehicle wells, 0 = NADH-free wells; AID 1229; 0.005% of 190,000 active;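 active means diaphorase activity raised at least twofold by the compound at 20 µM; inactive means activation factor below 2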
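System – purified diaphorase enzyme from Clostridium kluyveri · Input – enzyme 0.07 U/mL final · Also added – final NADH 0.114 mM, resazurin 0.1 mM · Measured by – fluorescence of resorufin, 544 nm excitation, 590 nm emission · Timing – 16 min enzyme reaction, ambient temperature · Measure – resorufin increase flagging diaphorase activators or reducers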
Lmaj promast: inhibitors of Leishmania major promastigote growth; AID 1063; inhibition, % at 10 µM; 9% of 200,000 active; Leishmania major promastigotes, resazurin fluorescence viability;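 further: promastigotes grown with compound for 44 hours at 28 °C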
G6PDH counter: L. mesenteroides G6PDH inhibition counter-screen. Purified L. mesenteroides G6PDH, diaphorase/resazurin coupled fluorescence, 45 min. inhibition, % at 5 µM. 0.12% of 200,000 active. AID 1020
Redox H2O2 prof: compounds producing H2O2 with reducing agent – biochemical, NIH compound library profiling, artefact control for MLSCN library redox annotation, primary screen. DTT-dependent redox cycling H2O2, phenol red/HRP absorbance; 100% = 100 µM peroxide control, 0% = buffer. activation, % at 10 µM. AID 878. 0.03% of 200,000 active;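 active means activation of at least 50% relative to the plate's high and low controls in the primary single-dose screen; inactive means activation below 50%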;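 further: compound incubated with DTT at 0.8 mM final as the reducing agent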
PMI act: increases human mannose-6-phosphate isomerase activity; activation factor at 20 µM; purified human PMI, coupled resazurin fluorescence, 20 min; hits give high values; 1 = vehicle control, 0 substrate-free wells; AID 1214; P34949; 0.005% of 190,000 active;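 active means activation factor of 2 or more at 20 µM, relative to plate controls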
Target sequence (P34949 whole entry, looked up): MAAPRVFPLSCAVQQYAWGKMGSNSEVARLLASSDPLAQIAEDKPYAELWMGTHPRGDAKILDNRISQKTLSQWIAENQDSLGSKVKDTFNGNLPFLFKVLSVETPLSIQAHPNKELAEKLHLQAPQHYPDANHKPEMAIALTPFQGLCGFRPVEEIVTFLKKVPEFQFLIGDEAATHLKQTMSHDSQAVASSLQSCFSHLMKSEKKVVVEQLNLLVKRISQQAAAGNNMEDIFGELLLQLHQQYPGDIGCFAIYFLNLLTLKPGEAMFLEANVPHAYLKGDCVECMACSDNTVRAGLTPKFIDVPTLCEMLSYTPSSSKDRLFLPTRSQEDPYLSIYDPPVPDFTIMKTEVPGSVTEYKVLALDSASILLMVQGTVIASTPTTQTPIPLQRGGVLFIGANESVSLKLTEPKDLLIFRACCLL
PMI act hi M6P: activators of human phosphomannose isomerase at near-saturating mannose 6-phosphate; activation factor at 20 µM; coupled PMI enzyme assay, resazurin fluorescence, 20 min; hits give high values; 1 = untreated enzyme, 0 = substrate-free blank; AID 1216; P34949; 0.34% of 190,000 active;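 active means activation factor of 2 or more at 20 µM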
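Technique: Diaphorase-driven resazurin-to-resorufin fluorescence, excitation 544, emission 590 nm | Assay system: Human PMI in coupled enzyme assay | Times: Enzyme reaction with compound 20 min at room temperature | Medium: HEPES-buffered pH 7.4 with magnesium and detergent | Reagent: Mannose-6-phosphate 1.0 mM (near-saturating) plus 0.22 mM NADP+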
RAM network inh: inhibitors of the yeast RAM network; inhibition, % at 50 µM; S. cerevisiae dse1pr::URA3 reporter, 5-FOA growth OD615, 2 d; analog-sensitive cbk1-as2 kinase mutant strain; 1.8% of 190,000 active; AID 868;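 active means inhibition above a set limit, 3 SD over mean compound inhibition, cut at about 8.4% in these data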;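 further: 0% = DMSO-only wells with no growth and 100% = 10 µM 1-NA-PP1 full growth; inhibition rescues growth on 5-FOA so higher OD means more RAM inhibition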
Diaph inh CS: counter-screen for diaphorase-based assays: diaphorase inhibitors and chemical oxidizers; diaphorase resazurin-to-resorufin fluorescence, NADH, 16 min; bacterial (C. kluyveri) enzyme, not human; inhibition, % at 20 µM; 0.69% of 190,000 active;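 active means primary screen inhibition at 20 µM above a set limit, cut at about 50% in these data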;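 further: plate controls were DMSO with full reaction for no effect and wells lacking NADH for full effect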
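Assay system: diaphorase enzyme from Clostridium kluyveri; Input: enzyme working solution with 0.14 U/mL diaphorase; Timing: 16 min at room temperature; Technique: resorufin fluorescence, excitation 544 nm, emission 590 nm; Benchmarks: positive control minus NADH, DMSO neutral control.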
TLR4-MyD88 BLA: blocks binding of human TLR4 to MyD88 | inhibition, % at 8.4 µM | HeLa CL3-4 TLR4/MyD88 BLA complementation, FRET ratio | 0.18% of 200,000 active | O00206+Q99836; in the data active means inhibition above about 25%;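 further: 0% = vehicle and 100% = reference inhibitor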
An asterisk follows results filed as active; · = not tested or not shown. Unless noted, no stated cut-off is given here; in the data, active means inhibition above about 50%; inactive means the rest. Not a hit list (roughly 12% active in at least one column).

SMILES | Hsp70 activator | S1P3 antagonist | Diaph act CS | Lmaj promast | G6PDH counter | Redox H2O2 prof | PMI act | PMI act hi M6P | RAM network inh | Diaph inh CS | TLR4-MyD88 BLA
CN(C)c1nc(NS(=O)(=O)c2ccc(Cl)cc2)nc(N(C)C)n1 | -0.2 | -22.3 | 1 | 2.1 | 11.2 | 0.2 | 1 | 1 | -0.4 | 0.7 | -2.2
O=C(Cn1c(=O)n(CC2CCCO2)c(=O)c2ccccc21)c1ccc(Cl)c(Cl)c1 (stereo not drawn) | 0.3 | · | 1 | -2.6 | 6.1 | 0.7 | 0.9 | 0.9 | 5.3 | 0.0 | -7.3
Cc1ccc2cc(CN(CCO)Cc3nnnn3Cc3ccc(F)cc3)c(=O)[nH]c2c1 | 0.3 | -10.7 | 1.1 | 6.4 | -0.3 | 0.2 | 1.2 | 1.1 | 1.5 | -7.4 | -1.5
O=C(/C(=C/O)N=Nc1ccccc1)c1ccc(Cl)cc1 | -0.1 | 9.3 | 0.8 | 37.4 | 2.9 | -0.7 | 0.9 | 0.9 | 6.6 | 17.0 | -11.1
CCCN(CCC)C(=O)Cn1c(=O)n(CCC(=O)NCCc2ccccc2)c(=O)c2ccccc21 | -0.6 | · | 0.9 | -4.8 | 3.7 | 0.0 | 1 | 1 | 0.8 | 14.7 | 15.6
Cc1ccc(CNC(=O)CSc2nc3c(sc4ccccc43)c(=O)n2CCCN2CCCC2)cc1 | -0.3 | 2.0 | 0.8 | 100.5* | 13.1 | -0.1 | 1 | 0.9 | 0.2 | 15.5 | 9.1
CC(C)(C)[C@H]1C=C(C(=O)N2CCOCC2)O[C@@H](OCc2ccc(CO)cc2)C1 | 0.1 | -7.8 | 0.8 | -2.0 | 12.9 | 0.0 | 0.9 | 0.9 | -0.1 | 22.0 | 4.0
O=C(Cn1nnc2ccccc2c1=O)NC1CCCc2ccccc21 (stereo not drawn) | -0.1 | -29.0 | 0.9 | -3.6 | -11.6 | 2.3 | 0.9 | 1 | 4.5 | 9.3 | 1.0
C=CCN(c1ccccc1)S(=O)(=O)c1cccc(C(=O)O)c1 | -0.3 | · | 1 | -6.4 | 24.0 | 0.1 | 1.1 | 1.1 | 0.3 | 1.9 | 16.4
O=C(COC(=O)C1CC1)Nc1ccc(OC(F)F)cc1 | -0.4 | · | 0.9 | -2.9 | 6.0 | 0.2 | 0.8 | 0.9 | 2.0 | 9.1 | -6.8
O=C(CNc1ccc(F)cc1)N/N=C1\CCc2ccccc21 | -0.1 | 9.6 | 0.8 | -4.7 | 14.4 | -2.6 | 0.9 | 0.8 | 4.1 | 15.4 | 6.0
CC(=O)c1c(C(C)=O)c(C)n(-c2ccc3ncccc3c2)c1C | -0.1 | -9.8 | 0.9 | 3.5 | 5.3 | -0.7 | 0.9 | 1 | 0.4 | 9.9 | 8.2

The closing two entries of the part before open the next one:
SMILES | Hsp70 activator | S1P3 antagonist | Diaph act CS | Lmaj promast | G6PDH counter | Redox H2O2 prof | PMI act | PMI act hi M6P | RAM network inh | Diaph inh CS | TLR4-MyD88 BLA
O=C(CNc1ccc(F)cc1)N/N=C1\CCc2ccccc21 | -0.1 | 9.6 | 0.8 | -4.7 | 14.4 | -2.6 | 0.9 | 0.8 | 4.1 | 15.4 | 6.0
CC(=O)c1c(C(C)=O)c(C)n(-c2ccc3ncccc3c2)c1C | -0.1 | -9.8 | 0.9 | 3.5 | 5.3 | -0.7 | 0.9 | 1 | 0.4 | 9.9 | 8.2
COCC(C)n1c(C)cc(C(=O)CSc2nnc(Nc3ccccc3F)s2)c1C (stereo not drawn) | -0.2 | · | 0.8 | 38.9 | -0.9 | 2.5 | 0.9 | 1 | 3.6 | 15.0 | 3.2
Nc1nnc(SCC(=O)c2cccc([N+](=O)[O-])c2)s1 | 0.1 | -14.3 | 0.9 | 15.9 | 11.7 | -0.4 | 0.9 | 1 | 1.8 | 6.1 | 10.2
CN(c1ccc(C(=O)NCc2ccncc2)cc1)S(C)(=O)=O | -0.2 | -8.4 | 0.9 | -0.2 | -2.7 | 1.9 | 0.8 | 0.9 | 2.2 | 13.1 | -6.9
Cn1cccc1C(=O)NS(=O)(=O)c1ccccc1Cl | -0.2 | -1.9 | 1 | -1.3 | 5.3 | 0.1 | 1.2 | 1.2 | 2.2 | -4.1 | 4.9
Oc1ccc(-c2nc3ncccn3c2Nc2ccc3c(c2)OCCO3)cc1 | -0.4 | · | 0.6 | 3.5 | 8.3 | -0.6 | 0.8 | 0.8 | 1.6 | 37.5 | 2.2
COC(=O)[C@@]1(Cc2ccc(OC)cc2)[C@H]2c3cc(C(=O)N(C)C)n(Cc4ccc(OC(F)(F)F)cc4)c3C[C@H]2CN1C(=O)c1ccccc1 | -0.4 | -0.8 | 0.8 | 50.1* | 6.6 | 2.9 | 0.9 | 0.9 | 6.3 | 22.2 | -8.2
COc1ccc(N2C(=O)CC(Nc3ccc(C(=O)O)cc3)C2=O)cc1OC (stereo not drawn) | -0.2 | -18.3 | 1.1 | -2.2 | 3.5 | -1.1 | 1.1 | 1 | 3.3 | -10.2 | 11.9
COc1ccc(NC(=O)c2ccccc2NC(=O)COc2ccccc2)cc1 | -0.2 | · | 0.8 | 0.4 | 2.9 | -0.6 | 0.9 | 1 | 4.0 | 18.2 | -10.5
COc1ccc(NC(=O)c2ccccc2NC(=O)CSc2ccc(Cl)cc2)cc1 | 0.1 | · | 1 | -1.1 | 37.6 | 3.0 | 0.9 | 0.9 | 2.9 | 2.3 | -7.0
O=C(NCC(c1cccs1)N1CCOCC1)c1ccco1 (stereo not drawn) | -0.4 | · | 0.9 | 1.8 | -4.3 | -5.3 | 0.9 | 1 | 2.3 | 5.4 | 11.1
Cc1cccc(N(Cc2nnc3n2CCCCC3)C(=O)Nc2ccccc2)c1 | 0.2 | -33.3 | 0.9 | -3.5 | 3.3 | -0.4 | 0.9 | 0.9 | 0.6 | 10.0 | -1.4
COc1ccc(NC(=O)Nc2ccncc2)c(OC)c1 | 0.0 | -13.9 | 0.9 | 11.2 | 0.3 | -0.5 | 0.9 | 0.9 | 0.2 | 7.0 | -4.6
COc1ccc(OCC(=O)N/N=C/C=C/c2ccccc2)cc1 | -0.1 | -3.1 | 0.9 | -3.0 | -24.5 | -1.0 | 0.9 | 0.9 | 1.9 | 11.2 | 7.7
COc1ccccc1C(=O)NCC(=O)OCc1ccc(Br)cc1 | -0.4 | 9.3 | 0.9 | 0.9 | -8.6 | 0.2 | 0.9 | 0.9 | -1.0 | 11.5 | 8.7
Cc1ccc(NC(=O)N/C=C/c2ccccc2)cc1 | -0.1 | · | 0.9 | -5.5 | -6.0 | 2.2 | 1 | 1 | 0.1 | 6.6 | 9.7
CCOC(=O)c1c(OCCO)nn(-c2ccc(Cl)cc2)c1N | 0.3 | -18.9 | 0.9 | -4.8 | -5.9 | -0.4 | 1 | 1 | 2.8 | 6.0 | 0.8
CC(C)c1ccc(NC(=O)C(c2ccccc2)N2CCC3(CC2)OCCO3)cc1 (stereo not drawn) | 0.0 | · | 1 | -0.9 | -0.4 | -3.1 | 1.1 | 1 | 2.3 | -0.1 | -1.0
COc1ccc(-c2nc3ccc([N+](=O)[O-])cc3o2)cc1 | -0.1 | -2.2 | 0.9 | -5.0 | 6.5 | -0.5 | 1 | 1 | 3.5 | 7.6 | 9.3
Cc1ccc(C(=O)Oc2csc(=S)n2C(=O)c2ccc(C)cc2)cc1 | -0.2 | · | 0.7 | -5.0 | 5.0 | -3.5 | 0.8 | 1.1 | -0.8 | 29.0 | -5.1
Cc1c(NC(=O)CSc2nc3ccc(Cl)cc3[nH]2)c(=O)n(-c2ccccc2)n1C | -0.3 | · | 0.8 | -3.7 | 3.1 | 0.2 | 1 | 0.9 | 1.1 | 16.8 | 8.5
Cc1[nH][nH]c(=O)c1C=NCc1cccnc1 | -0.3 | -10.4 | 0.9 | -7.2 | 2.4 | -2.1 | 1 | 1 | -0.8 | 9.4 | 1.2
CC(C)(C)C(=O)/C(=C\c1ccc([N+](=O)[O-])cc1)n1cncn1 | 2.1 | · | 0.9 | 100.3* | 4.8 | -0.4 | 1 | 1 | -1.5 | 9.1 | -2.8
CCC1CCCCN1Cc1ccc(OC)c(C)c1C (stereo not drawn) | -0.1 | · | 0.9 | 8.2 | 6.5 | -0.1 | 1 | 1 | 1.4 | 6.3 | 2.2
COC(=O)c1ccccc1NC(=O)NC1CCN(Cc2ccccc2)CC1 | -0.2 | -3.9 | 0.9 | -2.1 | -21.5 | 2.3 | 1 | 0.9 | 0.0 | 9.5 | 4.1
Oc1ccc(/C=C/c2nc(-c3ccccc3O)n(-c3ccccc3)n2)cc1 | -0.2 | · | 0.8 | 17.7 | 2.1 | -5.6 | 0.9 | 0.9 | 2.6 | 18.3 | 3.1
Cc1ccccc1OC1C(=O)N(CC2CCCO2)C1c1ccc2c(c1)OCO2 (stereo not drawn) | -0.1 | 7.6 | 1 | -0.8 | 9.6 | -0.8 | 0.9 | 0.9 | -0.5 | -1.4 | -0.6
CCCCc1ccc(NC(=O)COc2ccc(C(=O)Nc3ccccc3OCC)cc2)cc1 | -0.3 | 5.9 | 0.8 | -2.0 | -4.2 | 0.5 | 1.1 | 1 | 8.7* | 18.8 | -2.6
COc1ccc(N(CC(O)CN2C(=O)NC(C)(C)C2=O)S(=O)(=O)c2ccccc2)cc1 (stereo not drawn) | -0.2 | · | 0.9 | -5.7 | -1.9 | 0.2 | 0.9 | 1 | 1.1 | 11.7 | 4.1
CCOC(=O)c1cc(C)n(-c2c(C)n(C)n(-c3ccccc3)c2=O)c1C | 0.3 | -2.9 | 0.9 | -8.7 | 5.2 | -2.7 | 0.9 | 0.9 | 0.0 | 10.8 | 2.1
CCOc1cc(CNn2cn[nH]c2=S)cc(Cl)c1OCc1ccccc1F | -0.2 | 0.2 | 0.7 | 5.5 | -24.0 | 0.0 | 0.9 | 0.9 | 4.6 | 29.6 | -6.5
Cc1ccc(C(=O)Nc2cccc(C(=O)O)c2)cc1S(=O)(=O)N1CCOCC1 | -0.3 | · | 0.8 | -0.2 | -5.9 | 0.2 | 1 | 1 | -2.5 | 15.8 | -11.2
